mIDH1 inhibitor = blocks human mutant IDH1 R132H enzyme. AID 602179. 390,000 compounds, 0.093% hits. IDH1-R132H enzyme, NADPH consumption, diaphorase/resazurin fluorescence. O75874. Potency, µM (titrated, usually from 76.6 µM), for inactives: at the highest dose activity change, negative = inhibition, most hits filed as inhibitors; further: potency means the concentration at half of the fitted maximal effect; on the % scale 0 is the no-effect control and ±100 the full control effect; nearly all actives have a fitted effect of over 65% in size
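IDH1-R132H (0.5 ug/mL dispensed) in pH 7.5 Tris buffer was preincubated 30 min with compound, then given a substrate mix of 0.016 mM NADPH and 2 mM alpha-KG for 80 min at room temperature; remaining NADPH was read by diaphorase/resazurin fluorescence.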
Pin1 inhibitor = human Pin1 inhibition | 390,000 compounds, 0.009% hits | Potency, µM (top dose mostly 115 µM), inactives show at the highest dose activity, negative = inhibition, actives largely listed as inhibitors | Pin1 FP peptide displacement, HiFluor488, 10 min | Q13526; active means well fitted inhibition curve with a large enough effect in the polarisation, with a control signal flat, not every such curve was filed as active; inconclusive means small, poorly fitted or top-dose-only effect, or effect the other way, or a change in a side signal; inactive means no such curve, though single readings can be large or run the other way; the % refers to the polarisation; further: potency means the concentration at half of the fitted maximal effect; on the % scale 0 is the no-effect control and ±100 the full control effect
TrxR1 substrate = substrates of rat thioredoxin reductase 1; purified TrxR1 substrate turnover, NADPH consumption readout; Potency, µM (highest dose often 114 µM), without a hit: at the highest dose activity change, negative = substrate turnover; 390,000 compounds, 0.01% hits; AID 588456; further: potency means the concentration at half of the fitted maximal effect; on the % scale 0 is the no-effect control and ±100 the full control effect; nearly all actives have a fitted effect of over 50% in size
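Rat TrxR1, dispensed at 90 nM, was prereduced with 400 uM NADPH (final) for 5 min at ~22 deg C, then incubated with compound 15 min before 400 uM selenite. A first-read NADPH fluorescence drop versus no-compound background flagged substrates.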
GLS inh = blocks human kidney-isoform glutaminase activity; GLS enzymatic activity, qHTS titration; Potency, µM (doses to about 45.5 µM), inactives show top-dose activity change, negative = inhibition, hits mostly inhibitors; O94925; 410,000 compounds, 0.21% hits; further: potency means the concentration at half of the fitted maximal effect; on the % scale 0 is the no-effect control and ±100 the full control effect
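Enzyme dispensed in phosphate buffer (45 mM, pH 8.2, 0.02% Tween-20), compounds pinned in, then 1 mM L-glutamine solution and the glutamate oxidase–HRP–Amplex Red mix added; fluorescence read immediately and again after 30 min at room temperature.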
PI4K2A inh = blocks human PI4K2A kinase activity. Q9BTU6. purified PI4K2A, ADP-Glo luminescence, 1 h; stronger effect = lower value. activity change, negative = inhibition, % at 76.9 µM. 420,000 compounds, 0.13% hits. AID 1346378; in the data active means activity change below about -50%; inconclusive means mostly about -30% to -49%;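 further: -100% = wells without enzyme as full effect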
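PI4K2A activity was measured by ADP-Glo luminescence: enzyme (4 ug/mL stock) and phosphatidylinositol (1.2 mM stock) in Tris pH 7.5/MgCl2/EGTA/Triton X-100 buffer were reacted with ATP (300 microM stock) for one hour at ambient temperature.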
USP1 inh = inhibitors of human USP1/UAF1 deubiquitinase. AID 743255. 390,000 compounds, 0.23% hits. recombinant USP1/UAF1, Ub-Rhodamine cleavage fluorescence. Potency, µM (series often up to 57.1 µM), inactives show at the top dose activity change, negative = inhibition, usual class: inhibitors. O94782; further: potency means the concentration at half of the fitted maximal effect; on the % scale 0 is the no-effect control and ±100 the full control effect; nearly all actives have a fitted effect of over 60% in size; inactives centre near -12
Target sequence (O94782 whole entry, looked up): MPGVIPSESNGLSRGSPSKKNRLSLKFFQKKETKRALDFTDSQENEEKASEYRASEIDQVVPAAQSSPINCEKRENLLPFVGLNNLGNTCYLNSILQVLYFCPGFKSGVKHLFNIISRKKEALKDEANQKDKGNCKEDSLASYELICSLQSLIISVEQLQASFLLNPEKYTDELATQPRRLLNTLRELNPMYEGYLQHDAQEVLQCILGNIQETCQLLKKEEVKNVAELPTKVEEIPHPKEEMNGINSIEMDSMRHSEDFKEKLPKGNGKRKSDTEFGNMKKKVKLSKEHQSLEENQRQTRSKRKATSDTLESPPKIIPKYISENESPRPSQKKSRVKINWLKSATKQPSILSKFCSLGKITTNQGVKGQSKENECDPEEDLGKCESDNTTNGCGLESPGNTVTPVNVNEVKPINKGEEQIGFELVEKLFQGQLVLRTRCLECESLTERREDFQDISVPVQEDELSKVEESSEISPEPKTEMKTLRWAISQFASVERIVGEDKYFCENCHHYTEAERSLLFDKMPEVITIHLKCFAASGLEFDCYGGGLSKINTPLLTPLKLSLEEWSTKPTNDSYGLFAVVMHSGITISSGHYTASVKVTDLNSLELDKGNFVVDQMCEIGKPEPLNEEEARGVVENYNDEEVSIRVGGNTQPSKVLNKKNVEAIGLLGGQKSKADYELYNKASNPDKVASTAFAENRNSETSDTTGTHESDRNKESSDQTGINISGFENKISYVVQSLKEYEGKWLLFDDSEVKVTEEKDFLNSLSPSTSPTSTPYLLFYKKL
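High-throughput fluorogenic screen: 1nM USP1/UAF1 complex, Ub-Rho substrate 150nM final, 50mM HEPES pH 7.8 with 0.5mM EDTA, 0.1 mg/ml BSA, 1mM TCEP and 0.01% Tween-20.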
HP1b binding inh = HP1-beta chromodomain-methylated histone interaction inhibition; P83916; AlphaScreen HP1-beta / biotin-H3K9me3 peptide binding; Potency, µM (doses to about 114 µM), without a hit: top-dose activity change, negative = inhibition, hits mostly inhibitors; 390,000 compounds, 0.56% hits; further: potency means the concentration at half of the fitted maximal effect; nearly all actives have a fitted effect of over 70% in size; inactives centre near 23
Target sequence (P83916 whole entry, looked up): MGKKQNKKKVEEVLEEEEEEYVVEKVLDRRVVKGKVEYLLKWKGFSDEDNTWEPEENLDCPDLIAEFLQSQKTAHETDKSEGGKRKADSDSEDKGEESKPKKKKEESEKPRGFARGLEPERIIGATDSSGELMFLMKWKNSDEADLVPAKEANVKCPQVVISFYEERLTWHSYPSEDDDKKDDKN
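Compound inhibition of the preformed complex between 50 nM HP1-beta and 50 nM biotinylated H3K9me3 peptide was read by AlphaScreen. Buffer was PBS pH 7.4 with 0.01% Tween-20. Incubations ran 30 min at room temperature, with 10 ug/mL donor/acceptor beads.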
rTrxR1 inhibitor = inhibitors of rat thioredoxin reductase 1. O89049. recombinant rTrxR1, NADPH fluorescence consumption, selenite substrate. Potency, µM (top dose mostly 114 µM), inactives show at the highest dose activity change, negative = inhibition, actives largely listed as inhibitors. 390,000 compounds, 1% hits. AID 588453; further: potency means the concentration at half of the fitted maximal effect; on the % scale 0 is the no-effect control and ±100 the full control effect; nearly all actives have a fitted effect of over 65% in size
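Rat TrxR1 (90 nM in the dispensed reagent) was pre-reduced with 400 uM NADPH for 5 min at room temperature, then incubated with compound for 15 min. After 400 uM selenite was added, NADPH fluorescence (Ex 340/Em 450 nm) was followed for 8 min.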
Tb PGK inh = blocks T. brucei phosphoglycerate kinase. P07378. PGK/GAPDH coupled, Kinase-Glo luminescence, 60 min. Potency, µM (highest dose often 57.5 µM), for the others: at the top dose activity change, negative = inhibition, actives largely listed as inhibitors. 380,000 compounds, 0.043% hits; further: potency means the concentration at half of the fitted maximal effect; on the % scale 0 is the no-effect control and ±100 the full control effect; nearly all actives have a fitted effect of over 60% in size
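Recombinant glycosomal PGK reaction used 1,3-bisphosphoglycerate generated in-well by GAPDH (100nM final) in 100mM TEA pH 7.6, 5mM MgCl2, 0.01% Tween-20. After 60 minutes at room temperature, ATP was read by Kinase-Glo Plus luminescence end-point.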
Active calls of the source: *; [ ] = remark or other dose. Unless noted, the call rests on the fitted dose curve; in most records, active means well fitted curve in the direction sought with a large enough effect; inconclusive means small, poorly fitted or top-dose-only effect, or another doubt; inactive means no such curve, though single readings can be large; an effect the other way counts as inactive or inconclusive. This is a subset; rates above refer to the full screens.

How did CNC(=S)N1CCN(c2ccc([N+](=O)[O-])cc2)CC1 do in these assays?
mIDH1 inhibitor: 3%; Pin1 inhibitor: -1%; TrxR1 substrate: -12%; GLS inh: 6%; PI4K2A inh: 5; USP1 inh: -2%; HP1b binding inh: -3%; rTrxR1 inhibitor: -7%; Tb PGK inh: inactive

How did CCc1nc2ccccc2n1CC(=O)N1CCN(Cc2ccccc2)CC1 do in these assays?
mIDH1 inhibitor: 2%; Pin1 inhibitor: -8%; TrxR1 substrate: 1%[57.1 µM]; GLS inh: 6%; PI4K2A inh: 6; USP1 inh: -6%; HP1b binding inh: 1%; rTrxR1 inhibitor: 10%[57.1 µM]; Tb PGK inh: -1%

Results for Nc1ccccc1S(N)(=O)=O ?
mIDH1 inhibitor: 8%; Pin1 inhibitor: -1%; TrxR1 substrate: 10%; GLS inh: -11%; PI4K2A inh: -3; USP1 inh: -28%; HP1b binding inh: 47%[activator]; rTrxR1 inhibitor: 28%; Tb PGK inh: 0%

Results for CCN(c1ccccc1)S(=O)(=O)c1ccc(OC)c(NC(=O)C2CC(=O)N(Cc3ccccc3)C2)c1 (centres undefined) ?
mIDH1 inhibitor: 6%; Pin1 inhibitor: 16%; TrxR1 substrate: -7%; GLS inh: 1%; PI4K2A inh: 5; USP1 inh: -8%; HP1b binding inh: 21%; rTrxR1 inhibitor: 14%; Tb PGK inh: -4%

How did Cc1c(C)c2c(OCC(=O)N3CCC(O)CC3)cc3c(c2oc1=O)CCC(C)(C)O3 do in these assays?
mIDH1 inhibitor: -10%; Pin1 inhibitor: -7%; TrxR1 substrate: 376%[activator]; GLS inh: 0%; PI4K2A inh: -1; USP1 inh: -20%; HP1b binding inh: 28%; rTrxR1 inhibitor: -9%; Tb PGK inh: 10%

Results for Cc1cc(N2CCOCC2)nc2ccc(NC(=O)CCC(=O)N3CCCCC3)cc12 ?
mIDH1 inhibitor: 0%; Pin1 inhibitor: 3%; TrxR1 substrate: 157%[activator]; GLS inh: -4%; PI4K2A inh: -2; USP1 inh: -6%; HP1b binding inh: 27%; rTrxR1 inhibitor: -8%; Tb PGK inh: -7%

How did COc1ccc([N+](=O)[O-])cc1N(CC(O)CN1C(=O)NC(C)(C)C1=O)S(=O)(=O)c1ccc(C)cc1 (centres undefined) do in these assays?
mIDH1 inhibitor: 6%; GLS inh: -8%; PI4K2A inh: 2; USP1 inh: -22%; Tb PGK inh: -7%

What do the screens show for `CCCn1c2c(c(O)c(C(=O)NC)c1=O)CCCC2`?
mIDH1 inhibitor: 2%; Pin1 inhibitor: inconclusive; TrxR1 substrate: 4%; GLS inh: -1%; PI4K2A inh: -4; USP1 inh: -19%; HP1b binding inh: 39%[activator]; rTrxR1 inhibitor: -5%; Tb PGK inh: -5%

How did Cc1ccc(S(=O)(=O)N2CCN(c3nccnc3C#N)CC2)cc1 do in these assays?
mIDH1 inhibitor: -4%; Pin1 inhibitor: -1%; TrxR1 substrate: -3%; GLS inh: 2%; PI4K2A inh: 3; USP1 inh: -3%; HP1b binding inh: 51%[activator]; rTrxR1 inhibitor: -3%; Tb PGK inh: -1%

How did COC(=O)c1ccc(Oc2nc(Nc3ccccc3)nc(N(C)C)n2)cc1 do in these assays?
mIDH1 inhibitor: 3%; Pin1 inhibitor: inconclusive; TrxR1 substrate: 7%; GLS inh: 14%; PI4K2A inh: 2; USP1 inh: -28%; HP1b binding inh: 27%; rTrxR1 inhibitor: 28%; Tb PGK inh: -2%

How did CCN(CC)S(=O)(=O)c1ccc(O)c(NS(=O)(=O)c2ccccc2F)c1 do in these assays?
mIDH1 inhibitor: -3%; Pin1 inhibitor: 11%; TrxR1 substrate: -5%; GLS inh: 3%; PI4K2A inh: -7; USP1 inh: -12%; HP1b binding inh: inconclusive; rTrxR1 inhibitor: -10%; Tb PGK inh: -9%

How did Cc1cc(NC(=O)CS(=O)(=O)Cc2ccccc2)no1 do in these assays?
mIDH1 inhibitor: 0%; Pin1 inhibitor: -2%; TrxR1 substrate: 7%; GLS inh: -9%; PI4K2A inh: 0; USP1 inh: -15%; HP1b binding inh: 38%; rTrxR1 inhibitor: 3%; Tb PGK inh: -11%

Results for CCOc1ccc(-c2cn(CCC#N)cn2)cc1 ?
mIDH1 inhibitor: 7%; Pin1 inhibitor: 9%; TrxR1 substrate: 3%[57.1 µM]; GLS inh: 8%; PI4K2A inh: 1; USP1 inh: -12%; HP1b binding inh: 40%[activator]; rTrxR1 inhibitor: -42%[57.1 µM]

What do the screens show for `CCCCC(=O)NC1(C(F)(F)F)C(=O)Nc2c1c(=O)n(C)c(=O)n2C` (centres undefined)?
mIDH1 inhibitor: 2%; Pin1 inhibitor: 5%; TrxR1 substrate: 0%; GLS inh: -1%; PI4K2A inh: 1; USP1 inh: -15%; HP1b binding inh: 38%; rTrxR1 inhibitor: 8%; Tb PGK inh: 4%

Results for Cc1cccc(NC(=O)CNC(=O)c2ccc3nc[nH]c3c2)c1C ?
mIDH1 inhibitor: -5%; Pin1 inhibitor: inconclusive; TrxR1 substrate: -11%; GLS inh: 1%; PI4K2A inh: -2; USP1 inh: -2%; HP1b binding inh: -6%; rTrxR1 inhibitor: -26%; Tb PGK inh: -10%

What do the screens show for `CC(C)CCc1noc(CN(C)CCC2CCOCC2)n1`?
mIDH1 inhibitor: 5%; Pin1 inhibitor: -3%; TrxR1 substrate: 0%; GLS inh: 2%; PI4K2A inh: -6; USP1 inh: -5%; HP1b binding inh: 7%; rTrxR1 inhibitor: 7%; Tb PGK inh: 8%

How did O=C(CSc1cn(CC(=O)N2CCCCC2)c2ccccc12)Nc1ccccc1F do in these assays?
mIDH1 inhibitor: 0%; Pin1 inhibitor: -3%; TrxR1 substrate: -6%; GLS inh: 6%; PI4K2A inh: 0; USP1 inh: -25%; HP1b binding inh: 33%; rTrxR1 inhibitor: 5%; Tb PGK inh: inactive

What do the screens show for `O=C(Nc1ccon1)c1ccc(Br)s1`?
mIDH1 inhibitor: 3%; Pin1 inhibitor: -2%; TrxR1 substrate: -7%; GLS inh: 9%; PI4K2A inh: -2; USP1 inh: -15%; HP1b binding inh: 20%; rTrxR1 inhibitor: -4%; Tb PGK inh: -6%

Results for CCO[C@@H]1OC(C(=O)N2CCOCC2)=C[C@H](c2cn(C(C)=O)c3ccccc23)[C@H]1CCCO ?
mIDH1 inhibitor: 30%; Pin1 inhibitor: -3%; TrxR1 substrate: 8%; GLS inh: 1%; PI4K2A inh: -4; USP1 inh: -9%; HP1b binding inh: 10%; rTrxR1 inhibitor: 20%; Tb PGK inh: 2%

Results for CNc1cc(N2CCCC2)ccc1[N+](=O)[O-] ?
mIDH1 inhibitor: 4%; Pin1 inhibitor: -3%; TrxR1 substrate: 8%[57.1 µM]; GLS inh: 10%; PI4K2A inh: 2; USP1 inh: -13%; HP1b binding inh: 4%; rTrxR1 inhibitor: 12%[57.1 µM]; Tb PGK inh: inactive

Results for N#Cc1c2n(c3c(-c4ccccc4)ncnc13)CCC2 ?
mIDH1 inhibitor: 0%; Pin1 inhibitor: 2%; TrxR1 substrate: 20%[57.1 µM]; GLS inh: 14%; PI4K2A inh: 5; USP1 inh: -9%; HP1b binding inh: 24%; rTrxR1 inhibitor: 12%[57.1 µM]; Tb PGK inh: 3%

How did O=C1OCC(O)=C1Cc1ccccc1 do in these assays?
mIDH1 inhibitor: 2%; Pin1 inhibitor: 1%; TrxR1 substrate: -6%; GLS inh: -20%; PI4K2A inh: 1; USP1 inh: -9%; HP1b binding inh: 35%; rTrxR1 inhibitor: -5%; Tb PGK inh: -11%

How did C[C@H]1NC(=O)[C@]2(C)[C@@H](c3ccccc3)[C@H]3COc4ccccc4[C@H]3N2C1=O do in these assays?
mIDH1 inhibitor: -11%; Pin1 inhibitor: 9%; TrxR1 substrate: -6%; GLS inh: 7%; PI4K2A inh: -4; USP1 inh: -1%; HP1b binding inh: 26%; rTrxR1 inhibitor: -8%; Tb PGK inh: 1%

What do the screens show for `COc1cccc(OCC(O)CNC2CCCC2)c1` (centres undefined)?
mIDH1 inhibitor: 5%; Pin1 inhibitor: -14%; TrxR1 substrate: -5%; GLS inh: -1%; PI4K2A inh: -1; USP1 inh: -2%; HP1b binding inh: 22%; rTrxR1 inhibitor: 13%; Tb PGK inh: -6%

What do the screens show for `O=C(CSc1ncc2c(n1)-c1ccccc1N(Cc1ccc(Cl)cc1)S2(=O)=O)c1ccc(Cl)cc1`?
mIDH1 inhibitor: -16%; Pin1 inhibitor: 2%; TrxR1 substrate: 1%[57.1 µM]; GLS inh: 3%; PI4K2A inh: -1; USP1 inh: -1%; HP1b binding inh: 46%[activator]; rTrxR1 inhibitor: 20%[57.1 µM]; Tb PGK inh: 0%

What do the screens show for `Cc1ccc(CNC(=O)c2ccccc2NC(=O)c2nsc3ccccc23)cc1`?
mIDH1 inhibitor: -14%; Pin1 inhibitor: 3%; TrxR1 substrate: 1%[57.1 µM]; GLS inh: -4%; PI4K2A inh: -3; USP1 inh: -9%; HP1b binding inh: 21%[57 µM]; rTrxR1 inhibitor: 14%[57.1 µM]; Tb PGK inh: -2%

Screening data deposited in PubChem BioAssay by National Center for Advancing Translational Sciences (NCATS).
